aSyn yeast inh: qHTS of alpha-syn Inhibitors | Yeast expressing alpha-synuclein, growth rescue, BacTiter-Glo, 24 h | AID 652106, 2013 | Potency, µM (series often up to 46.1 µM), inactives show top-dose growth rescue (activation), most hits filed as activators | actives 0.14% (n = 370,000); also: potency is read from the fitted curve at half-maximal effect; % of control where 0% means no effect; nearly all actives have a fitted effect of over 65% in size
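Screening used galactose-induced yeast with toxic alpha-synuclein levels, exposed to compound for 24 hr at 30 deg C. Cell growth, read with BacTiter-Glo luminescence, gave the measured signal.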
FUS yeast rescue: qHTS for Suppressors of FUS Proteinopathy: Primary screen using FUS-linked yeast assay; actives 0.24% (n = 390,000); S. cerevisiae FUS-expressing, growth rescue, OD600, 24 h; Potency, µM (doses to about 76.6 µM), for the others: at the highest dose growth rescue (activation), most hits filed as activators; AID 1347120, 2019;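 also: potency is read from the fitted curve at half-maximal effect; plate controls were DMSO vehicle for no effect and reference control for full effect; nearly all actives have a fitted effect of over 55% in size; some results filed as inactive show a strong effect at the top dose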
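Yeast FUS proteinopathy model; galactose-induced FUS (2%), starting OD 0.005. Cpds in dilution series, 24hr, 30C, 99% humidity. Abs 600 nm growth. Pos ctrl CP55940 (top 92uM final); neg ctrl DMSO.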
TDP43 rescue: qHTS of TDP-43 Inhibitors; TDP-43 expressing yeast growth rescue, BacTiter-Glo, 24 h; Potency, µM (titrated, usually from 46.1 µM), inactives show at the highest dose growth rescue (activation), usual class: activators; actives 1.8% (n = 410,000); AID 652104, 2013; also: potency is read from the fitted curve at half-maximal effect; % of control where 0% means no effect; nearly all actives have a fitted effect of over 50% in size
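In this qHTS, compounds that restore growth of yeast expressing TDP-43 appear as activators. Cells (OD600=0.02, galactose medium, raffinose-pregrown) are incubated with compound 24 hr at 30 deg C and growth is quantified by BacTiter-Glo.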
Abeta yeast res: qHTS for compounds that reverse cellular toxicity of Amyloid beta (A-beta) peptide in yeast: Primary Screen; yeast expressing A-beta42, growth rescue, OD600, 48 h; response scale: 0% DMSO, 100% iron-clioquinol control; Potency, µM (titrated, usually from 46.1 µM), without a hit: at the top dose growth rescue, usual class: activators; actives 0.063% (n = 410,000); AID 1347071, 2019; also: potency is read from the fitted curve at half-maximal effect; nearly all actives have a fitted effect of over 55% in size
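Growth rescue measured by 600 nm absorbance after 48 h yeast culture at 30 C with compound. Values normalized between DMSO and an equimolar ferric chloride plus clioquinol control.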
MmCpn inh: Inhibitors of TCP-1 ring complex (TRiC) of Methanococcus maripaludis (MmCpn): qHTS; Potency, µM (titrated, usually from 76.9 µM), for the others: at the top dose activity, negative = inhibition, actives largely listed as inhibitors; actives 0.031% (n = 330,000); AID 504842, 2011; purified Mm-Cpn ATPase, ADP Transcreener TR-FRET; Chaperonin Mm-Cpn (Methanococcus maripaludis); also: potency is read from the fitted curve at half-maximal effect; % is scaled to controls: 0 for no effect and ±100 for the full control effect; nearly all actives have a fitted effect of over 80% in size
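Compound-treated chaperonin, 25 nM final, turns over 10 uM ATP at 37°C for 30 min following a 10 min preincubation; ADP generated competes with ADP-d2 for Eu-cryptate antibody, lowering FRET.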
pAkt inh: HTS Assay for Inhibitors of Akt Phophorylation: Primary Screen; Neuro2A IGF-stimulated pAkt S473 HTRF, 20 min; hits give low values; activity change, % for hits at 50 µM; actives 0.32% (n = 360,000); AID 651550, 2012; in the data active = activity change below about -80%; inconclusive = mostly about -51% to -80%; also: % is scaled to controls: 0 for no effect and ±100 for the full control effect
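Single-point screen (50 µM final compound) in Neuro2A cells stimulated 20 min with 6 nM IGF at 37 deg C. After lysis, Ser473-phosphorylated Akt read by HTRF (ex 330 nm, em 615/665 nm) as the 665/615 ratio.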
GLP-1R inv ag: qHTS of GLP-1 Receptor Inverse Agonists (Inhibition Mode); Potency, µM (titrated, usually from 38.3 µM), for inactives: at the highest dose activity change, negative = inhibition, actives largely listed as inhibitors; actives 1.6% (n = 410,000); AID 624417, 2012; HEK293 GLP-1R CRE-luciferase, luminescence, 24 h; GLP-1R form is constitutively active; Glucagon-like peptide 1 receptor (Homo sapiens), P43220; also: potency is read from the fitted curve at half-maximal effect; % is scaled to controls: 0 for no effect and ±100 for the full control effect; nearly all actives have a fitted effect of over 55% in size
Target sequence (P43220 whole entry, looked up): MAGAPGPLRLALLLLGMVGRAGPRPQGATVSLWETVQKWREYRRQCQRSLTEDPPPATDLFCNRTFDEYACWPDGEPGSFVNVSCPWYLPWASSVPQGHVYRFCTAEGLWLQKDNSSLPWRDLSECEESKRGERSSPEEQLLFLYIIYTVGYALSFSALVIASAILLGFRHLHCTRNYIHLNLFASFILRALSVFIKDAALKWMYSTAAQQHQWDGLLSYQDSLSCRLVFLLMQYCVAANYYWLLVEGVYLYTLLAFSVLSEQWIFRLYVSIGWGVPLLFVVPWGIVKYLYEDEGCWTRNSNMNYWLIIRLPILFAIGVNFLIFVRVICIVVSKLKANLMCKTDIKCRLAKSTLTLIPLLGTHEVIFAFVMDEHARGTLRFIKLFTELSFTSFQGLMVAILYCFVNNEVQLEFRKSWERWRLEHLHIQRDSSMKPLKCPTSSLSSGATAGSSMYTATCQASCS
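HEK293 cells stably co-expressing a cAMP-responsive luciferase reporter and constitutively active GLP-1R were seeded, incubated 12 h, then exposed to compounds for 24 h at 37 C. Luminescence was read 12 min after detection reagent; inverse agonists lower signal.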
HEK293 tox: qHTS of GLP-1 Receptor Inverse Agonists: Cytotox Screen; HEK293 cAMP-luciferase reporter cells, luminescence, 24 h; Potency, µM (highest dose often 38.3 µM), inactives show at the highest dose activity change, negative = inhibition, hits mostly inhibitors; actives 0.13% (n = 410,000); AID 624418, 2012;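 also: loss of luciferase light is scored as toxicity; potency is read from the fitted curve at half-maximal effect; % is scaled to controls: 0 for no effect and ±100 for the full control effect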
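Compound-treated cells are incubated 24 hr at 37 deg C under 5% CO2 after a 12 hour attachment period, then luciferase detection reagent is added and luminescence is measured following 12 min at room temperature; lowered signal indicates toxicity.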
PTHR1 agonist: qHTS for PTHR1 Agonists: Primary Screen; Parathyroid hormone/parathyroid hormone-related peptide receptor (Homo sapiens), Q03431; HEK293 GP2 PTHR1 cells, GloSensor cAMP luminescence, 1 h; Potency, µM (doses to about 115 µM), without a hit: at the highest dose activation, actives largely listed as activators; actives 0.075% (n = 410,000); AID 743266, 2014; also: potency is read from the fitted curve at half-maximal effect; nearly all actives have a fitted effect of over 55% in size; some results filed as inactive show a strong effect at the top dose; inactives centre near -15; many of its hits are not listed in these tables
Target sequence (Q03431 whole entry, looked up): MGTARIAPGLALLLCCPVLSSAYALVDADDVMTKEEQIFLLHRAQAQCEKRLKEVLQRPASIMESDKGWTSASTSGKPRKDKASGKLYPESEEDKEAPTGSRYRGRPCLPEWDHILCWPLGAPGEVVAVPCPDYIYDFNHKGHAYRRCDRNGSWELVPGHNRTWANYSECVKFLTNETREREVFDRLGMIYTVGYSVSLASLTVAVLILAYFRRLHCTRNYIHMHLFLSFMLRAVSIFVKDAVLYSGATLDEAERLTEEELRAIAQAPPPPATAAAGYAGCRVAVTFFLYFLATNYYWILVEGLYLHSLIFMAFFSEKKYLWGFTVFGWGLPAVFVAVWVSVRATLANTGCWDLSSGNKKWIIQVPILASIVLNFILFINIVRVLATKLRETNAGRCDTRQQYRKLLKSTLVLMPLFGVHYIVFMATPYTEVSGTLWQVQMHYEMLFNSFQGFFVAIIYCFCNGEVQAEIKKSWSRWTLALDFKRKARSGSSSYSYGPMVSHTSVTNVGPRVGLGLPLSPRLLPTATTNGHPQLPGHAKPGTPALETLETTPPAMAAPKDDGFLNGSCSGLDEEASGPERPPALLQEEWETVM
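HEK-293-derived GP2 cells expressing PTHR1 and a GloSensor cAMP reporter, 3,000/well, plated overnight, given luciferin plus IBMX (each 0.5 mM as added) for 1 h at 37 °C, then compound for 1 h at 37 °C. Luminescence was read after 15 min at room temperature.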
* hit, by the source's call; i = inactive; ? = inconclusive; . = no result given; & = joins results of further samples; [ ] = remark or other dose. Unless noted, calls follow the shape of the dose curve; as a rule, active = well fitted curve in the direction sought with a large enough effect; inconclusive = small, poorly fitted or top-dose-only effect, or another doubt; inactive = no such curve, though single readings can be large; an effect the other way counts as inactive or inconclusive. Not all compounds are listed, so the mix of outcomes need not match the whole.

SMILES | aSyn yeast inh | FUS yeast rescue | TDP43 rescue | Abeta yeast res | MmCpn inh | pAkt inh | GLP-1R inv ag | HEK293 tox | PTHR1 agonist
CCOC(=O)c1ccccc1NS(=O)(=O)c1ccc(OC)cc1 | 16.0% | 5.1% | -5.4% | 7.4% | -1.2% | i | 0.0% | ? | -20.1%[57.5 µM]
O=C(NCCO)/C(=C\c1ccc([N+](=O)[O-])o1)NC(=O)c1ccccc1 | -2.4% | 22.8% | 4.1%[9.22 µM] | -5.6% | -0.9% | i | -13.8%[7.66 µM] | -2.2%[7.66 µM] | -20.9%
COc1ccc(N2CCN(C(=O)c3ccc(C)cc3)CC2)c([N+](=O)[O-])c1 | -19.3% | . | ? | -29.8% | -0.6% | i | 26.9% | 2.4% | i
CC1C(=O)NN=C1C(=O)N/N=C/c1cccs1 (stereo not drawn) | 2.0% | -28.0% | 24.7% | -1.8% | -1.2% | i | 2.8% | 3.7% | i
COc1ccc(N(CC(=O)Nc2cccc(C(C)=O)c2)S(=O)(=O)c2ccccc2)c(OC)c1 | . | ? | 1.4% | 1.4% | . | . | ? | -14.0% | i
O=C(C1=C(O)C(=O)N(CCN2CCOCC2)C1c1cccc(Br)c1)c1cccs1 (stereo not drawn) | 16.0% | 37.1% | -16.8% | -6.3% | -2.1% | i | 4.8% | -2.0% | i
COc1ccccc1C(CC(N)=O)c1ccco1 (stereo not drawn) | -1.1% | -17.0% | -1.8% | -8.2% | 0.9% | i | -19.6% | -7.9% | i
NC(=O)c1ccc(N=C2C(=O)Nc3ccc([N+](=O)[O-])cc32)cc1 | 2.2% | -30.4% | 23.3% | -3.7% | -4.4% | i | -10.1% | -17.5% | -24.6%
O=[N+]([O-])c1cccnc1N1CCN(Cc2ccc3c(c2)OCO3)CC1 | 0.3% | 18.5% | -4.5% | 5.1% | -0.8% | i | -25.7% | -4.6% | -23.9%
FC(F)Sc1ccc(NC(=S)NC2CCCCC2)cc1 | -17.3% | 5.2% | 15.9% | 1.4% | -0.3% | i | -5.7% | ? | -35.6%[inhibitor]
Cc1cccc(N2CCN(C(=O)C3CCN(S(=O)(=O)c4cccnc4)CC3)CC2)c1C | 0.7% | 12.3% | -2.8% | -10.3% | -3.9% | i | -8.5% | -4.8% | -18.2%
O=C(OCC(F)(F)C(F)F)c1ccccc1C(=O)Oc1ccc(F)cc1F | -5.8% | 2.3% | -5.1% | 5.7% | 1.0% | i | 0.0% | -9.6% | -7.4%[57.5 µM]
Cn1cnc2cc(NS(=O)(=O)c3ccc(Br)cc3)ccc21 | -14.4% | -18.2% | 10.6% | 17.6% | . | i | 0.5% | -5.3% | -10.5%
CS(=O)(=O)N(Cc1ccc(Cl)cc1)c1ccc(C(=O)Nc2cccnc2)cc1 | 2.5% | 17.3% | 13.9% | 15.4% | 3.1% | i | ? | 1.9% | 19.8%[57.5 µM]
C/C(=N\NC(=O)CCc1ccc(S(=O)(=O)N2CCOCC2)cc1)c1ccc(OC(F)F)cc1 | -0.7% | 1.5% | 0.4% | 0.0% | 1.4% | i | 13.9% | 20.7% | -7.5%
N#C/C(=C\c1ccccc1)C(=O)NC(=O)Oc1ccccc1 | 12.9% | . | 0.5% | 1.3% | -0.9% | i | -5.1% | -3.9% | i
C[N+](C)(C)CC(=O)N/N=C/c1c2ccccc2cc2ccccc12 | 2.1% | 24.1% | -10.5% | -11.9% | -0.9% | i | -12.3% | 12.4% | 1.7%
CNC[C@H]1Oc2cc(Br)ccc2S(=O)(=O)N([C@@H](C)CO)C[C@@H]1C | -0.9% | -3.9% | 20.3% | -11.6% | . | i | 8.9% | -1.8% | 9.0%
CC1=C(C(=O)N(C)C)C(c2cccc(Cl)c2)NC(=O)N1 (stereo not drawn) | -6.2% | 17.4% | -12.0% | -9.0% | -1.6% | i | 1.6% | -0.8% | i
O=C(Cn1ncc2c([nH]c3ccccc32)c1=O)NCc1cccc(Cl)c1 | . | -2.4% | 12.2% | -6.5% | . | . | -25.4% | 6.5% | -93.0%[inhibitor]
COc1ccccc1CNC(=O)CN1NS(=O)(=O)c2ccccc2C1=O | -2.8% | 0.5% | -23.0% | -5.1% | 0.5% | i | 6.8% | 2.4% | i
N=c1n(CCN2CCCCC2)c2ccccc2n1CC(=O)c1cccs1 | -0.1% | 16.9% | 6.9% | -8.0% | 0.9% | i | 5.62µM* | -25.4% | i
COc1ccc(S(=O)(=O)N2CCOCC2)cc1NC(=O)Cn1nnc2ccccc2c1=O | 3.6% | 0.9% | -5.4%[9.22 µM] | -3.4% | -0.1% | i | 3.3% | 12.7% | -10.9%
COc1ccccc1/C=C/C(=O)Oc1cccc2cccnc12 | -0.1% | 10.4% | 18.7% | -12.6% | -2.7% | i | 4.47µM* | ? | -37.1%[inhibitor]
O=[N+]([O-])c1ccc(Nc2nc(NC3CCCCC3)nc(N3CCCC3)n2)cc1 | -3.3% | 23.2% | 8.3% | 18.9% | -2.1% | i | ? | -6.2% | -2.5%
COc1cccc(NC(=O)C2CCOC2=O)c1 (stereo not drawn) | -3.5% | -5.1% | 4.2% | 6.6% | . | i | 10.1% | 6.6% | -0.3%
CCC(=O)OCOc1ccc(/C=C2/CCC(CN(C)C)C2=O)cc1 (stereo not drawn) | -73.2%[inhibitor] | . | -93.0%[inhibitor] | -83.8%[inhibitor] | . | i | ? | ? | -79.6%[inhibitor]
CCc1ccc(-n2c3nc(=O)[nH]c(=O)c-3cc3c(C)nn(-c4ccccc4)c32)cc1 | . | -25.2% | 9.2% | -0.7% | . | . | -2.0% | -8.9% | -10.9%
CC(C(=O)N1CCCC1)N(C)CC(=O)Nc1cccc(F)c1 (stereo not drawn) | 0.9% | -6.1% | 7.3% | 7.8% | -1.1% | i | -15.1% | -26.9% | i
CC1=C([N+](=O)[O-])C(c2ccccc2Cl)NC(=O)N1 (stereo not drawn) | -0.6% | 4.9% | 1.8% | -10.5% | -2.8% | i | -25.9% | 0.4% | 15.2%
Cc1nn(C(=O)c2nn(C)cc2Cl)c(C)c1Br | 3.5% | . | 6.8% | 9.2% | -1.8% | i | 27.2% | -0.2% | -11.6%
CCN1CCN(c2c(Cl)cccc2NC(=O)c2ccc3nsnc3c2)CC1 | -1.2% | 11.0% | -18.2% | 0.0% | -0.6% | i | -5.1% | 3.6% | ?
O=C(Nc1ccccc1)c1ccccc1CC[N+](=O)[O-] | -15.5% | 2.9% | 8.4% | 3.3% | -0.6% | i | 3.9% | 0.8% | -22.9%[57.5 µM]
COc1ccc(C(=O)N2CCCCCCC2)cc1OC1CCN(C(C)C)CC1 | -0.8% | -18.3% | -16.2% | -3.9% | 1.1% | i | ? | -1.4% | ?
CN(CC(=O)Nc1ccc(F)cc1)CC(=O)N1CCCCCC1 | 1.7%[1.84 µM] | ? | 7.3% | -3.4% | -4.7% | i | 2.4% | -3.5% | -22.6%
CC1=C(C(=O)OC(C)C)C(c2ccc(C)o2)NC(=O)N1 (stereo not drawn) | 0.9% | -10.8% | -3.1% | -6.8% | -7.4% | i | -1.8% | 21.0% | i
CN(CCc1ccccn1)C(=O)Nc1ccc(C(C)(C)C)cc1 | -18.2% | -0.7% | -11.0% | -6.6% | -0.3% | i | ? | -6.8% | 8.1%
CCOc1ccc(NC(=O)CN2CCN(CC(=O)Nc3ccc(N(C)C)cc3)CC2)cc1 | 0.3% | -9.3% | 7.5% | 2.0% | -0.9% | i | 2.0% | -9.0% | -5.7%
CCn1c(C)nc2cc(NC(=O)Nc3cccc(C(C)=O)c3)ccc21 | -0.6% | -24.8% | 13.7% | -28.0% | -1.8% | i | ? | -8.1% | -26.6%
O=C(Nc1cccc(O)c1)c1noc2c1CCc1ccccc1-2 | -15.3% | -5.0%&-21.7% | 9.7% | -13.2%&-14.6% | 2.3% | i | ? | -6.1%&2.9% | -31.7%
Cn1nnnc1Sc1ncnc2scc(-c3ccc(-c4ccccc4)cc3)c12 | . | 26.3% | . | 9.3% | ? | . | . | . | -31.9%[inhibitor]
COc1ccccc1-c1nnc(SCC(=O)Nc2nc(-c3ccccc3)cs2)n1C | 2.5% | ? | 7.1% | -25.0% | 0.9% | i | ? | -20.0% | -16.8%[57.5 µM]

Two compounds picked at random from the list so far, as already listed:
SMILES | aSyn yeast inh | FUS yeast rescue | TDP43 rescue | Abeta yeast res | MmCpn inh | pAkt inh | GLP-1R inv ag | HEK293 tox | PTHR1 agonist
Cc1nn(C(=O)c2nn(C)cc2Cl)c(C)c1Br | 3.5% | . | 6.8% | 9.2% | -1.8% | i | 27.2% | -0.2% | -11.6%
CCn1c(C)nc2cc(NC(=O)Nc3cccc(C(C)=O)c3)ccc21 | -0.6% | -24.8% | 13.7% | -28.0% | -1.8% | i | ? | -8.1% | -26.6%

Assay outcomes from PubChem BioAssay.
